CYP2C9 inh: blockers of cytochrome P450 2C9 activity – biochemical, luminescence, ADME assay, primary screen; 96,000 tested, 20% active; inhibition, % at 5 µM; P11712; AID 777, 2007; CYP2C9 Supersomes, luciferin-H conversion;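 active = blocking of liver enzyme CYP2C9 beyond about 50% at 5 µM, limit read from the data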; note: values of inactives mirror those of a sister screen read the other way
CYP2C9 act: human CYP2C9 activators, primary screen, biochemical, luminescence | Cytochrome P450 2C9 (Homo sapiens), P11712 | activation factor at 5 µM | 96,000 tested, 1.4% active | recombinant CYP2C9, luciferin-H conversion; active compounds read high; factor 1 = untreated enzyme, 0 = blocked;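 active = activation factor of 2 or more for CYP2C9 at a 5 µM dose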;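 note: 0 = sulfaphenazole-blocked wells and 1 = vehicle-only wells; values of inactives mirror those of a sister screen read the other way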
HUVEC tox TNFa: cytotoxicity in TNFa-stimulated HUVEC, primary screen, cytotoxicity control for VCAM1 expression modulator project, imaging, Hoechst nuclei count. HUVEC TNFalpha-stimulated, Hoechst cell count. cell count reduction, % at 2 µM. 93,000 tested, 0.17% active;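 active = cell count reduction exceeding the screen mean by over 5 SD, scaled to untreated wells per plate, cut at about 78% in these data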;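 note: cells counted after 24 h of TNF alpha exposure following the 1 h pretreatment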
Candida biofilm: clotrimazole potentiators killing Candida biofilms, primary screen, with clotrimazole, Alamar Blue. 85,000 tested, 0.14% active. inhibition, % at 6 µM. AID 834, 2007. C. albicans biofilm + clotrimazole;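 active = inhibition above 20%; inactive = inhibition below 20%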;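 note: preformed 24 hr biofilms exposed to compound for 48 hr; 0% = biofilm without compound and 100% = blank killed by clotrimazole plus chlorhexidine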
HUVEC tox IL1B: cytotoxicity in IL-1B stimulated HUVEC, primary screen, cytotoxicity control for IL-1B NFkB translocation project, imaging, Hoechst nuclear count, IL-1B stimulus. AID 845, 2007. 94,000 tested, 0.41% active. HUVEC cell count loss. cell count reduction, % at 2 µM;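 active = cell count reduction more than 3 SD above the screen-wide mean, cut at about 70% in these data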;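 note: normalized per plate to untreated control cells as the no-loss baseline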
CYP2C19 inhib: blockers of cytochrome P450 2C19 activity – biochemical, luminescence, ADME assay, primary screen | P33261 | CYP2C19 Supersomes, luciferin-H EGE luminescence, 30 min | inhibition, % at 5 µM | 96,000 tested, 21% active;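 active = CYP2C19 inhibition above a set limit at 5 µM in the primary screen, cut at about 50% in these data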;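 note: plate controls were negative control wells for no effect and 2.5 mM tranylcypromine positive control for full effect; values of inactives mirror those of a sister screen read the other way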
CYP2C19 act: human CYP2C19 activators, primary screen, biochemical, luminescence; activation factor at 5 µM; recombinant CYP2C19, luciferin-H EGE luminescence; active compounds read high; 0 = fully inhibited enzyme, 1 = untreated enzyme; 96,000 tested, under 10 active; Cytochrome P450 2C19 (Homo sapiens), P33261; AID 1025, 2008;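 active = activation factor of at least 2 at 5 µM in the primary screen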;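 note: 0 = wells with 2.5 mM tranylcypromine and 1 = vehicle-only wells; values of inactives mirror those of a sister screen read the other way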
hDAT+cocaine: changed hDAT dopamine uptake under cocaine IC80, either direction, primary screen, cocaine antagonist project, cell-based, LLC-PK1 hDAT, [14C]-dopamine uptake, MLSMR | B-score at 10 µM | Sodium-dependent dopamine transporter (Homo sapiens), Q01959 | AID 449768, 2010 | 110,000 tested, 1.3% active | LLC-PK1 hDAT cells, [14C]-dopamine uptake with cocaine IC80; actives deviate in either direction;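 active = Z score or B-score, a plate-position-corrected score, falls beyond the plate's 99.7% confidence bounds, in either direction; inactive = both scores lie inside the 99.7% bounds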;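 note: scored against the spread of the other compound wells on the same plate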
Target sequence (Q01959 whole entry, looked up): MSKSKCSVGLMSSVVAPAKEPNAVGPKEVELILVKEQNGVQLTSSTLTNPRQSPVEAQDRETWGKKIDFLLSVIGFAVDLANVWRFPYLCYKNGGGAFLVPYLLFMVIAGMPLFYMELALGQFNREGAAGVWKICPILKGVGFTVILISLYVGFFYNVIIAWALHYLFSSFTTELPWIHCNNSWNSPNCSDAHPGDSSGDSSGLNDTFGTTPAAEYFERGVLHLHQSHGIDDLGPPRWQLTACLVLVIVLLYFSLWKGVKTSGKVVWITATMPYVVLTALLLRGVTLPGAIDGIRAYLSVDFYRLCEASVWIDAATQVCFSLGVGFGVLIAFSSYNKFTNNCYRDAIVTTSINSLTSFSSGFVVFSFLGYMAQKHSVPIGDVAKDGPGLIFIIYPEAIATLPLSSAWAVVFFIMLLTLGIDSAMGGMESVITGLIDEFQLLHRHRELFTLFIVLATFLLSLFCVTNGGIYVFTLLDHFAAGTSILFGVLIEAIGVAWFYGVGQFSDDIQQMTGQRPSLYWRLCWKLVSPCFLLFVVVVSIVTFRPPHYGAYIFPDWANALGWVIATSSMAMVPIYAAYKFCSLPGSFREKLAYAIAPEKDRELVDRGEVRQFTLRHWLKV
VCAM1 TNFa inh: inhibitors of TNFa-induced VCAM1 expression, primary screen, imaging, HUVEC, TNFa stimulus, immunofluorescence. HUVEC TNFa-induced VCAM-1 immunofluorescence, high-content imaging. inhibition, % at 2 µM. 95,000 tested, 0.48% active;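 active = inhibition above the batch mean plus 3 SD, with images confirmed as a hit by eye, cut at about 37% in these data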;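 note: 0% = TNF-stimulated DMSO wells and 100% = unstimulated control wells; not every result past the cut was called active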
The depositor's hits bear a star; . = no result given. Compounds were not picked by outcome (roughly 29% active in at least one column).

SMILES | CYP2C9 inh | CYP2C9 act | HUVEC tox TNFa | Candida biofilm | HUVEC tox IL1B | CYP2C19 inhib | CYP2C19 act | hDAT+cocaine | VCAM1 TNFa inh
CC(=O)NC1=NN(C(C)=O)C2(CCCCC2)S1 | . | . | -30.7 | 4.4 | -12.7 | . | . | -1.02 | -9.0
Cc1cccc(C(=O)Nc2c(C#N)c(C)c(C)n2Cc2ccccc2)c1 | 12.6 | 0.9 | 1.8 | . | -18.9 | -12.8 | 1.1 | 1.21 | -10.2
O=C(O)Cn1c(=O)cnc2ccccc21 | 10.0 | 0.9 | 10.8 | . | 19.7 | -21.3 | 1.2 | 0.615 | 8.5
COc1ccc(NC(=O)C2CCCN(S(=O)(=O)c3cccnc3)C2)cc1 (stereo unspecified) | 7.1 | 0.9 | 20.2 | -2.5 | -5.2 | 24.0 | 0.8 | -0.473 | 19.8
Cc1ccsc1/C=N/NC(=O)c1c[nH]c2ccccc12 | 24.3 | 0.8 | 0.0 | . | -18.7 | 31.3 | 0.7 | -0.87 | 11.7
O=C(C1CCN(c2ccc(N3CCOCC3)nn2)CC1)N1CCN(c2ccc(F)cc2)CC1 | 3.5 | 1 | 7.3 | 4.7 | -22.8 | 0.8 | 1 | 0.599 | -4.1
COc1ccccc1S(=O)(=O)Cc1ccc(C(=O)NCCN2CCCC2)o1 | 6.9 | 0.9 | -21.2 | 2.7 | 2.1 | 3.3 | 1 | -1.13 | 15.4
CS(=O)(=O)N1CCN(c2ccccc2NC(=O)c2cccnc2)CC1 | -1.7 | 1 | 16.4 | -0.9 | -6.2 | 2.9 | 1 | -0.432 | -8.8
CC(C)Cn1c2c(c(O)c(C(=O)Nc3ncccc3O)c1=O)CCCC2 | 31.2 | 0.7 | 3.6 | 7.5 | -23.6 | 22.1 | 0.8 | -0.0813 | -0.9
O=C(N/N=C/c1ccccn1)c1ccco1 | 12.8 | 0.9 | -5.5 | . | -74.2 | 6.2 | 0.9 | -0.0432 | 2.9
Cc1cc(N)ccc1N1CCCC1 | -2.1 | 1 | -10.5 | . | -1.1 | 13.7 | 0.9 | -0.0503 | -12.2
NS(=O)(=O)c1ccc(S(=O)(=O)N(Cc2ccccc2F)CC2CCCO2)cc1 (stereo unspecified) | 2.7 | 1 | 2.6 | 5.7 | 23.9 | 10.9 | 0.9 | -0.447 | -4.7
CCOC(=O)SC1=N/C(=C\c2ccc(N(C)C)cc2)C(=O)S1 | 68.0* | 0.3 | -1.2 | 10.2 | -55.3 | 10.0 | 0.9 | -0.371 | -0.2
Cc1ccc(S(=O)(=O)N(C)C2(C)CCS(=O)(=O)C2)cc1 (stereo unspecified) | -7.6 | 1.1 | -20.8 | 0.1 | -130.3 | 18.3 | 0.8 | -0.466 | -17.6
Cc1c(-c2ccccc2)nc2ccccc2c1C(=O)O | -0.4 | 1 | -11.9 | 2.0 | -14.5 | -13.2 | 1.1 | 2.26 | 7.2
Cc1cc(NC(=O)CC2CCCC2)n(-c2nc3ccccc3[nH]2)n1 | 41.2 | 0.6 | -22.1 | 4.1 | 3.3 | 20.7 | 0.8 | 0.0594 | -5.0
CCOC(=O)c1c(N)sc(C(=O)Nc2ccc3c(c2)OCO3)c1C | 84.4* | 0.2 | . | -5.1 | . | 97.6* | 0 | 0.869 | .
Clc1nnc(N/N=C/c2ccccc2)c2ccccc12 | 5.0 | 0.9 | -6.0 | 0.4 | . | -2.0 | 1 | -0.13 | 21.1
CCOC(=O)c1cc(C#N)c(Oc2ccccc2)nc1-c1ccccc1 | 33.1 | 0.7 | -19.7 | . | -1.2 | 21.8 | 0.8 | -0.432 | 12.3
OC(COc1ccc2ccccc2c1)Cn1ccnc1 (stereo unspecified) | 97.8* | 0 | 3.2 | -6.6 | 9.9 | 100.0* | 0 | 0.503 | -2.5
O=C(Nc1ccc(Cl)cc1)[C@@H]1[C@@H]2C(=O)N(c3ccc(Cl)cc3Cl)C(=O)[C@@H]2[C@H]2C=CC=NN21 | 38.2 | 0.6 | 1.3 | -1.1 | -0.8 | 29.6 | 0.7 | 1.41 | 12.3
COc1ccc(OCC(=O)Sc2ccc(C)cc2)cc1 | 29.5 | 0.7 | -4.6 | 6.8 | 7.5 | 67.9* | 0.3 | 0.155 | -7.3
Cc1nn(C(=O)c2cccs2)c(N)c1-c1ccccc1 | 20.8 | 0.8 | . | -2.7 | . | 7.1 | 0.9 | -0.474 | .
c1ccc(-n2ncc3c(NCc4cccnc4)ncnc32)cc1 | 68.7* | 0.3 | -17.8 | 0.0 | 0.5 | 16.3 | 0.8 | 2.56* | -7.0
O=C(CN(Cc1ccccc1F)C(=O)Cn1nnc(-c2cccs2)n1)NCC1CCCO1 (stereo unspecified) | 63.1* | 0.4 | -5.3 | 2.6 | -4.8 | 68.3* | 0.3 | 0.102 | -6.6
CS(=O)(=O)N1CCN(c2ccccc2NC(=O)c2ccco2)CC1 | 10.6 | 0.9 | -0.4 | -2.1 | -3.9 | 15.6 | 0.8 | 0.14 | 6.2
CCN1C(=O)/C(=C/N(C)c2ccccc2)OC1=S | 52.6* | 0.5 | 22.3 | -1.7 | 12.3 | 78.6* | 0.2 | -0.522 | -2.0
COc1ccc(NC(=O)c2onc(C)c2Cl)cc1OC | -13.2 | 1.1 | -62.7 | 12.2 | 10.4 | -14.6 | 1.1 | 0.724 | 22.6
COC(=O)Nc1nnc(-c2ccncc2)s1 | 18.6 | 0.8 | 0.0 | -0.5 | -145.0 | 43.6 | 0.6 | -0.974 | 3.5
O=C(c1ccccc1)c1ccc(N2CCOCC2)c(NC(=O)c2ccco2)c1 | . | . | -15.9 | 6.6 | -54.3 | . | . | 1.45 | -12.2
O=C(COC(=O)c1ccc[nH]c1=O)c1ccc(Cl)s1 | 7.9 | 0.9 | -24.6 | 5.0 | -12.9 | 2.8 | 1 | 0.194 | -1.3
O=[N+]([O-])c1ccccc1N/N=C/c1cc2ccccc2nc1Cl | -10.6 | 1.1 | -5.2 | . | -9.3 | -4.7 | 1 | 0.877 | 17.5
COc1ccc(C(=O)Nn2cc3c(c2-c2ccccc2)c(=O)n(C)c(=O)n3C)cc1 | 3.6 | 1 | . | 8.4 | -29.0 | -0.3 | 1 | -0.782 | .
COc1ccc2c(c1)C(=NN)c1cc(OC)ccc1-2 | 61.8* | 0.4 | -12.1 | 9.4 | -19.4 | 38.3 | 0.6 | 0.0736 | 15.8
O=C(O)c1sc2cc(C(F)(F)F)cnc2c1-c1ccccc1 | -9.9 | 1.1 | -9.2 | . | -2.0 | -3.2 | 1 | 0.639 | 9.0
CS(=O)(=O)c1cccc(C(=O)NCc2ccccc2)c1 | 15.0 | 0.8 | . | 3.5 | . | 33.9 | 0.7 | -0.287 | .
COc1ccc(Cc2nc3ccc(S(=O)(=O)N4CCOCC4)cc3[nH]2)cc1 | 19.4 | 0.8 | -6.9 | 4.6 | 4.0 | 23.4 | 0.8 | 0.624 | -19.2
CCS(=O)(=O)/N=C(\N)c1ccccc1 | -23.0 | 1.2 | -19.1 | 1.1 | -15.6 | 5.1 | 0.9 | -1.13 | 3.3
Cn1c(-c2sc3cc(C(F)(F)F)cnc3c2-c2cccnc2)n[nH]c1=S | 49.4 | 0.5 | 4.3 | -1.4 | . | 11.3 | 0.9 | 1.11 | 31.5
COCCn1c(=S)[nH]c2cc(C(=O)NCCCN3CCOCC3)ccc2c1=O | -10.3 | 1.1 | 0.7 | 8.4 | -1.9 | -11.3 | 1.1 | 0.237 | 12.9
CNC(=S)N1N=C(c2ccccc2)CC1c1ccc(Br)cc1 (stereo unspecified) | 69.6* | 0.3 | -1.5 | 3.4 | -18.6 | 29.6 | 0.7 | -0.91 | 8.9
Cn1c(=N)n(CC(=O)c2ccc(Br)s2)c2ccccc21 | -1.3 | 1 | 5.2 | . | -25.6 | 2.9 | 1 | 0.0123 | 29.2
CC1=NN(C(N)=S)C(=O)C1N=Nc1ccccc1C (stereo unspecified) | . | . | -25.3 | 10.0 | 33.0 | . | . | 0.586 | 6.4
O=C(Nc1cccc(-c2cn3ccccc3n2)c1)c1cccc(Cl)c1 | 84.3* | 0.2 | -25.2 | . | 3.2 | 29.1 | 0.7 | 1.1 | -1.9
Cc1nn(C(=O)c2cc3sccc3[nH]2)c(C)c1C | -6.5 | 1.1 | -22.0 | 5.0 | -30.7 | -11.4 | 1.1 | 0.0634 | -35.3

Sorted by molecular weight (low to high): part of the list above.
SMILES | CYP2C9 inh | CYP2C9 act | HUVEC tox TNFa | Candida biofilm | HUVEC tox IL1B | CYP2C19 inhib | CYP2C19 act | hDAT+cocaine | VCAM1 TNFa inh
O=C(COC(=O)c1ccc[nH]c1=O)c1ccc(Cl)s1 | 7.9 | 0.9 | -24.6 | 5.0 | -12.9 | 2.8 | 1 | 0.194 | -1.3
O=C(O)c1sc2cc(C(F)(F)F)cnc2c1-c1ccccc1 | -9.9 | 1.1 | -9.2 | . | -2.0 | -3.2 | 1 | 0.639 | 9.0
Cn1c(=N)n(CC(=O)c2ccc(Br)s2)c2ccccc21 | -1.3 | 1 | 5.2 | . | -25.6 | 2.9 | 1 | 0.0123 | 29.2

The list goes on.
SMILES | CYP2C9 inh | CYP2C9 act | HUVEC tox TNFa | Candida biofilm | HUVEC tox IL1B | CYP2C19 inhib | CYP2C19 act | hDAT+cocaine | VCAM1 TNFa inh
Brc1ccc2ncnc(NCc3ccccc3)c2c1 | 49.1 | 0.5 | 24.7 | -5.4 | 24.1 | 74.4* | 0.3 | -0.98 | -25.2
COc1ccc(CCNc2nncc(=O)[nH]2)cc1OC | 18.0 | 0.8 | 6.4 | . | 7.8 | 19.7 | 0.8 | -1.24 | -24.2
CCCC(=O)NC(C)c1nc2ccccc2[nH]1 (stereo unspecified) | 7.0 | 0.9 | -10.4 | 14.2 | 12.4 | 3.5 | 1 | -1.04 | -3.0
Cc1oc(-c2ccccc2F)nc1CS(=O)(=O)CC(=O)NC1CCCC1 | 51.5* | 0.5 | . | 17.5 | . | 14.3 | 0.9 | 0.436 | .
O=C(CSc1nnnn1-c1ccccc1)NCc1ccco1 | . | . | . | -0.7 | -11.2 | . | . | -0.123 | -14.0
Cc1nc2sccn2c1-c1nc(-c2cc3ccccc3o2)cs1 | 7.6 | 0.9 | -6.6 | 7.2 | 17.4 | 19.7 | 0.8 | . | 15.9
COC(=O)C(NC(=O)C(NC(=O)c1ccccc1)C(C)C)C(C)C (stereo unspecified) | 8.5 | 0.9 | -10.1 | 7.5 | -11.4 | 18.8 | 0.8 | 0.573 | 21.3

Bioassay records as filed in PubChem BioAssay.
